Assay outcomes (PubChem)
Mm-Cpn inhibitor: inhibitors of Methanococcus maripaludis chaperonin (MmCpn); Potency, µM (top dose mostly 76.9 µM), without a hit: at the top dose activity, negative = inhibition, usual class: inhibitors; 0.031% of 330,000 active; purified Mm-Cpn ATPase, ADP Transcreener TR-FRET; note: potency is the fitted concentration of half-maximal effect; % is set by controls: 0 for no effect and ±100 for the full control effect; nearly all actives have a fitted effect of over 80% in size
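ATPase read-out: TR-FRET ADP immunoassay (anti-ADP Eu cryptate vs ADP-d2), ex 320 nm, em 590/665 nm; signal drops as ADP forms. Enzyme 25 nM, ATP 10 uM, 30 min at 37°C after 10 min compound preincubation.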
EPAC2 antagonist: EPAC2 (human) antagonism; Q8WZA2; AID 720708; Potency, µM (highest dose often 114 µM), inactives show at the highest dose activity, negative = inhibition, actives largely listed as inhibitors; EPAC2 GEF exchange of Rap1B-BODIPY-GDP, fluorescence; 0.18% of 360,000 active; note: potency is the fitted concentration of half-maximal effect; % is set by controls: 0 for no effect and ±100 for the full control effect; nearly all actives have a fitted effect of over 45% in size; many of its hits are not listed in these tables
CCT modulator: changes cytosolic chaperonin activity | AID 651819 | activity change, % (concentration not given with the values), hits read low | purified chaperonin ATPase assay, HTRF ADP detection, 30 min | 0.3% of 360,000 active; in the data active = activity change below about -30%; note: % is set by controls: 0 for no effect and ±100 for the full control effect
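We incubate TRiC, 40 or 20 nM final, with library compounds at 76 uM and 10 uM ATP for 30 min at 37 °C. ADP formed is detected with Transcreener HTRF reagents after 30 min at room temperature.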
EPAC1 antag: blocks human EPAC1 exchange factor. EPAC1 GEF assay, Rap1b-BODIPY-GDP exchange fluorescence. Potency, µM (doses to about 115 µM), inactives show top-dose activity change, negative = inhibition, hits mostly inhibitors. 0.14% of 360,000 active. AID 720709;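 note: potency is the fitted concentration of half-maximal effect; plate controls were vehicle for no effect and positive control for full effect; nearly all actives have a fitted effect of over 50% in size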
PI5P4Ka inh: inhibitors of human PI5P4K alpha; PI5P4Kalpha enzyme, ADP-Glo luminescence, 60 min; stronger effect = lower value; max response, %; P48426; 1.2% of 330,000 active; AID 652105; active = max response of -50% or lower; inconclusive = between -30% and -50%; inactive = -30% or higher; note: value at the top dose of about 77 µM; % is set by controls: 0 for no effect and ±100 for the full control effect
Target sequence (P48426 whole entry, looked up): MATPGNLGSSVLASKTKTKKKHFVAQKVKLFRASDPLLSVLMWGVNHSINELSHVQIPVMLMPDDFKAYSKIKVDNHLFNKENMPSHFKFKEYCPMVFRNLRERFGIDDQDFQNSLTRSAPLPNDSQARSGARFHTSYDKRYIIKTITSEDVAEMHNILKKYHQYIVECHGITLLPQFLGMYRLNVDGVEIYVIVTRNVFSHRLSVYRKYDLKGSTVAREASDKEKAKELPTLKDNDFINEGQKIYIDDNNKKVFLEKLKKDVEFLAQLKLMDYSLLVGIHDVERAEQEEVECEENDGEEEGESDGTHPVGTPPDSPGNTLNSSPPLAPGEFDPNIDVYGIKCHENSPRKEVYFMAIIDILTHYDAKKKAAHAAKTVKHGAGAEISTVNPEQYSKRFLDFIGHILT
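Quantitative HTS of the MLSMR library against PI5P4Kalpha with substrate. ATP added last at 5 microM final; room temperature, 60 minutes. Remaining ATP depleted, ADP converted and read as luminescence.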
PLK1 PBD inh: inhibitors of human PLK1 polo-box domain binding. Potency, µM, inactives show max response, negative = inhibition, hits mostly inhibitors. 2.8% of 360,000 active. Plk1 PBD binding of FITC phosphopeptide, fluorescence polarization. P53350; note: potency is the fitted concentration of half-maximal effect; series mostly up to about 57 µM; % is set by controls: 0 for no effect and ±100 for the full control effect; nearly all actives have a fitted effect of over 65% in size
Target sequence (P53350 whole entry, looked up, the tested form may be a part): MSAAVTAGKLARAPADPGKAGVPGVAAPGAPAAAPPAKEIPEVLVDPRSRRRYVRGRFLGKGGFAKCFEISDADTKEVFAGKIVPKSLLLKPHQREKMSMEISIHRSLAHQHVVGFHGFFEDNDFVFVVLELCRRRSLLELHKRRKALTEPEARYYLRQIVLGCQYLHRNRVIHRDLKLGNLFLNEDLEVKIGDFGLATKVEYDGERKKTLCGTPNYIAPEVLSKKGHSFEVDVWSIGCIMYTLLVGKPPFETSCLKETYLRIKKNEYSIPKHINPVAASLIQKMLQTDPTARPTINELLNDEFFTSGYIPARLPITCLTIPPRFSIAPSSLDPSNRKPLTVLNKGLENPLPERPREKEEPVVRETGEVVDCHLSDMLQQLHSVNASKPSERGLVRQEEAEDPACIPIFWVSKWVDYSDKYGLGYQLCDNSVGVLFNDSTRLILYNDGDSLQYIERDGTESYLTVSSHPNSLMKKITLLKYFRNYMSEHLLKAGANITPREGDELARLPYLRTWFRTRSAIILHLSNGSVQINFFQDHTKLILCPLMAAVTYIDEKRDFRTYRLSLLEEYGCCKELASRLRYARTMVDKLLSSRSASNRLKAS
EPAC1 agonist: agonists of human EPAC1; Potency, µM (top dose mostly 154 µM), for the others: at the top dose activation, most hits filed as activators; AID 720707; 0.073% of 360,000 active; O95398; EPAC1 agonist qHTS, biochemical assay; response scale: 100% = response to 6.5 mM cAMP; note: potency is the fitted concentration of half-maximal effect; nearly all actives have a fitted effect of over 60% in size
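Multi-concentration qHTS readout: loss of Rap1B-bound BODIPY-GDP fluorescence driven by 100 nM EPAC1 with excess GDP (50 uM), monitored kinetically at room temperature; agonist response expressed relative to 6.5 mM cAMP.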
WRN inhibitor: blocks human WRN helicase; WRN helicase unwinding, fluorescent forked duplex, kinetic; 0.46% of 360,000 active; Q14191; Potency, µM (top dose mostly 114 µM), inactives show at the highest dose activity change, negative = inhibition, most hits filed as inhibitors; note: potency is the fitted concentration of half-maximal effect; % is set by controls: 0 for no effect and ±100 for the full control effect; nearly all actives have a fitted effect of over 55% in size
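Screening of the MLSMR collection measured strand separation of a quenched forked DNA duplex (100 nM) by 20 nM WRN with 2 mM ATP, all final. Compounds were preincubated with enzyme 15 min at room temperature.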
Active calls of the source: *; & = joins results of further samples; [ ] = another dose, or the depositor's remark. Unless noted, calls come from the whole dose curve; as a rule, active = well fitted curve in the direction sought with a large enough effect; inconclusive = small, poorly fitted or top-dose-only effect, or another doubt; inactive = no such curve, though single readings can be large; an effect the other way counts as inactive or inconclusive.

Screening O=C(CSCc1ccccc1)N1CCN(Cc2ccc3c(c2)OCO3)CC1 returned Mm-Cpn inhibitor 0%, EPAC2 antagonist 2%, CCT modulator 0.4, EPAC1 antag 4%, PI5P4Ka inh -8, PLK1 PBD inh -16%, EPAC1 agonist -2% and WRN inhibitor -3%.
COc1ccccc1N1CCN(Cc2cc(=O)c(OCC#N)co2)CC1 was read as Mm-Cpn inhibitor 3%, EPAC2 antagonist 7%, CCT modulator 0.1, EPAC1 antag -9%, PI5P4Ka inh -3, PLK1 PBD inh -17%, EPAC1 agonist -7% and WRN inhibitor 0%.
COC(=O)C1=C(C)N(CCc2ccccc2)C(=O)C1 was read as Mm-Cpn inhibitor -8%, EPAC2 antagonist 0%, CCT modulator -2.1, EPAC1 antag 10%, PI5P4Ka inh -9, PLK1 PBD inh -5%, EPAC1 agonist -1% and WRN inhibitor -3%.
Screening O=C(O)c1ccc(-n2nnnc2SCc2cccc(Br)c2)cc1 returned Mm-Cpn inhibitor 0%, EPAC2 antagonist 2%, CCT modulator 3.4, EPAC1 antag -18%, PI5P4Ka inh -8, PLK1 PBD inh -18%, EPAC1 agonist 3% and WRN inhibitor -5%.
`O=C(C(=O)N(C1CCCCC1)C1CCCCC1)c1ccccc1` gave EPAC2 antagonist inconclusive, EPAC1 antag -2%, PI5P4Ka inh 1, PLK1 PBD inh -6%, EPAC1 agonist 9% and WRN inhibitor -3%.
Screening Cc1cc(CNC(=O)Nc2ccc3c(c2)OCO3)nn1C returned EPAC2 antagonist -2%, CCT modulator -4.3, EPAC1 antag -7%, PLK1 PBD inh -8%, EPAC1 agonist 4% and WRN inhibitor -9%.
Screening COc1ccc(S(=O)(=O)N(CCc2ccccc2)CC(=O)O)cc1Cl returned Mm-Cpn inhibitor 0%, EPAC2 antagonist 3%, CCT modulator 2.7, EPAC1 antag 5%, PLK1 PBD inh 0%, EPAC1 agonist -6% and WRN inhibitor -15%.
`COc1ccc(CC(=O)Nc2cc3oc4ccccc4c3cc2OC)cc1` gave Mm-Cpn inhibitor -4%, EPAC2 antagonist 10%, CCT modulator -0.2, EPAC1 antag -25%, PI5P4Ka inh 1, PLK1 PBD inh 2%, EPAC1 agonist -1% and WRN inhibitor -17%[57.1 µM].
For NC(=O)c1ccccc1[N+](=O)[O-] the results were Mm-Cpn inhibitor -6%, EPAC2 antagonist -4%, CCT modulator 0.8, EPAC1 antag -6%, PI5P4Ka inh -5, PLK1 PBD inh -2%, EPAC1 agonist -19% and WRN inhibitor 5%.
`O=C(CSCC(=O)N1CCOCC1)Nc1nc(-c2ccccc2)cs1` gave Mm-Cpn inhibitor -1%, EPAC2 antagonist 0%, CCT modulator 0.0, EPAC1 antag inconclusive, PI5P4Ka inh -2, PLK1 PBD inh -7%, EPAC1 agonist 2% and WRN inhibitor -16%.
Screening NS(=O)(=O)c1ccc(CCNCc2ccccc2OCc2ccc(F)cc2)cc1 returned Mm-Cpn inhibitor 2%, EPAC2 antagonist 3%, CCT modulator -1.7, EPAC1 antag -26%, PI5P4Ka inh -2, PLK1 PBD inh -6%, EPAC1 agonist 8% and WRN inhibitor 0%.
Screening O=C(CN1C(=O)NC2(CCCC2)C1=O)Nc1ccccc1-c1ccccc1 returned Mm-Cpn inhibitor 3%, EPAC2 antagonist 2%, CCT modulator -0.3, EPAC1 antag 7%, PI5P4Ka inh -6, PLK1 PBD inh -6%, EPAC1 agonist 2% and WRN inhibitor -2%.
O=C(Nc1ccc(NC(=O)c2cccs2)cn1)c1ccco1 was read as Mm-Cpn inhibitor 0%, EPAC2 antagonist -4%, CCT modulator 0.4, EPAC1 antag -2%, PI5P4Ka inh -1, PLK1 PBD inh 1%, EPAC1 agonist -6% and WRN inhibitor -15%.
Screening Fc1ccc(-n2c(-c3ccco3)n[nH]c2=S)cc1 returned Mm-Cpn inhibitor inconclusive, EPAC2 antagonist 3%, CCT modulator -1.4, EPAC1 antag -11%, PI5P4Ka inh -2, PLK1 PBD inh -7%, EPAC1 agonist -1% and WRN inhibitor -6%.
`O=C(C[n+]1ccccc1)c1ccc(Cl)cc1` gave Mm-Cpn inhibitor 0%, EPAC2 antagonist 2%, CCT modulator -7.2, EPAC1 antag -9%, PI5P4Ka inh -12, PLK1 PBD inh -11%, EPAC1 agonist -14% and WRN inhibitor 3%.
Screening Cc1cccc(OCCCSc2nc3ccc(C)cc3[nH]2)c1 returned Mm-Cpn inhibitor 2%, EPAC2 antagonist 1%, CCT modulator -2.6, EPAC1 antag -1%, PI5P4Ka inh -9, PLK1 PBD inh -1%, EPAC1 agonist 0% and WRN inhibitor -29%.
Screening CC1CCCCN1CCCNC(=O)c1ccc2c(=O)n(CCc3ccccc3)c(=O)[nH]c2c1 (stereo not given) returned Mm-Cpn inhibitor 0%, EPAC2 antagonist 4%, CCT modulator 0.7, EPAC1 antag 16%, PI5P4Ka inh -7, PLK1 PBD inh 1%, EPAC1 agonist -1% and WRN inhibitor 6%.
For CN1CCN(S(=O)(=O)c2cccc(C(=O)Nc3ccc(Br)cc3Br)c2)CC1 the results were EPAC2 antagonist -3%, CCT modulator -1.3, EPAC1 antag 5%, PI5P4Ka inh -1, PLK1 PBD inh -6%, EPAC1 agonist -1% and WRN inhibitor -28%.
`COc1ccc(C(=O)OCCOc2ccccc2C(C)=O)c(O)c1` gave Mm-Cpn inhibitor 0%, EPAC2 antagonist -30%, CCT modulator -0.9, EPAC1 antag 14%, PI5P4Ka inh 3, PLK1 PBD inh -13%, EPAC1 agonist 13% and WRN inhibitor -3%.
`COc1cccc(CN2CCC2(C)C(=O)Nc2ccc(Cl)c(Cl)c2)c1F` (stereo not given) gave EPAC2 antagonist -4%, CCT modulator -1.9, EPAC1 antag -2%, PI5P4Ka inh 25, PLK1 PBD inh 1%, EPAC1 agonist -2% and WRN inhibitor 0%.
CC(N)C12CC3CC(CC(C3)C1)C2 (stereo not given) was read as Mm-Cpn inhibitor 2%&0%, EPAC2 antagonist inconclusive, CCT modulator -0.3&0.7, EPAC1 antag -10%&-12%, PI5P4Ka inh -4&-6, PLK1 PBD inh 0%&1% and EPAC1 agonist -1%&7%.
Screening CCCC(=O)Nc1ccc(S(=O)(=O)N2CCOCC2)cc1 returned Mm-Cpn inhibitor -3%, EPAC2 antagonist 0%, CCT modulator 0.2, EPAC1 antag -1%, PLK1 PBD inh 1%, EPAC1 agonist -3% and WRN inhibitor -3%[57.1 µM].
COc1ccccc1NC(=O)/C(=C\c1cccnc1)NC(=O)c1ccccc1 was read as Mm-Cpn inhibitor -1%, EPAC2 antagonist 14%, CCT modulator -2.8, EPAC1 antag 8%, PI5P4Ka inh -6, PLK1 PBD inh -4%, EPAC1 agonist -3% and WRN inhibitor -4%.
Screening Cc1cc(C)n(-c2nc(O)cc(=O)[nH]2)n1 returned Mm-Cpn inhibitor 1%, EPAC2 antagonist 12%, CCT modulator -2.0, EPAC1 antag 2%, PI5P4Ka inh -10, PLK1 PBD inh -3%, EPAC1 agonist 5% and WRN inhibitor -19%.
For CC(OC(=O)CCCC(=O)Nc1ccccc1)C(=O)c1ccccc1 (stereo not given) the results were Mm-Cpn inhibitor -7%, EPAC2 antagonist 4%, CCT modulator -1.0, EPAC1 antag -15%, PI5P4Ka inh 1, PLK1 PBD inh -7%, EPAC1 agonist -6% and WRN inhibitor 4%.
`C=CCNC(=O)C1CC2Cn3c(nc4cc5ccccc5cc43)C2N1C` (stereo not given) gave Mm-Cpn inhibitor -2%, EPAC2 antagonist 14%, CCT modulator 0.8, EPAC1 antag 6%, PI5P4Ka inh -2, PLK1 PBD inh -4%, EPAC1 agonist -4% and WRN inhibitor -5%.
Screening O=C(NCCN1CCCC1)c1ccc(Cn2c(=S)[nH]c3cc4c(cc3c2=O)OCO4)cc1 returned Mm-Cpn inhibitor -9%, EPAC2 antagonist -1%, CCT modulator -1.3, EPAC1 antag 2%, PLK1 PBD inh -12%, EPAC1 agonist 0% and WRN inhibitor -19%.
O=C(CSc1nnc(CN2CCOCC2)n1-c1ccc(Cl)cc1)N1CCc2ccccc21 was read as EPAC2 antagonist 2%, CCT modulator -2.3, EPAC1 antag -5%, PI5P4Ka inh -5, PLK1 PBD inh -12%, EPAC1 agonist 13% and WRN inhibitor -2%.
COc1ccccc1NC(=O)c1ccc(COc2ccc3c(c2)CCC3)cc1 was read as Mm-Cpn inhibitor -1%, EPAC2 antagonist -10%, CCT modulator -2.0, EPAC1 antag -29%, PI5P4Ka inh 19, PLK1 PBD inh -11%, EPAC1 agonist 3% and WRN inhibitor -5%.
Screening CCCCN(CCCC)Cc1cc(=O)oc2cc(OC)c(Cl)cc12 returned EPAC2 antagonist inconclusive, CCT modulator -0.7, EPAC1 antag -12%, PI5P4Ka inh 10, PLK1 PBD inh -5%, EPAC1 agonist -1% and WRN inhibitor -13%.
Cc1oc2cc3oc(=O)c(CCC(=O)NCCCN4CCCC4=O)c(C)c3cc2c1C was read as Mm-Cpn inhibitor 1%, EPAC2 antagonist -23%, CCT modulator 1.9, EPAC1 antag -6%, PI5P4Ka inh -1, PLK1 PBD inh -5%, EPAC1 agonist 1% and WRN inhibitor -2%.
`Cc1ccc(C(=O)N[C@@H](C)CN2C3=NC[C@H](C(C)C)N3C[C@H]2Cc2ccc(O)cc2)cc1Br` gave EPAC2 antagonist 3%, CCT modulator -2.5, EPAC1 antag -16%, PI5P4Ka inh inconclusive, PLK1 PBD inh 27µM*, EPAC1 agonist -2% and WRN inhibitor -2%.
`C#CCN(C[C@H]1[C@H](OC(=O)NCc2ccco2)[C@H](OC(=O)NCc2ccco2)C[C@@H](C(=O)OC)[C@H]1C(=O)OC)S(=O)(=O)c1ccc(C)cc1` gave EPAC2 antagonist 5%, CCT modulator -2.1, EPAC1 antag 11%, PI5P4Ka inh 1, PLK1 PBD inh inconclusive, EPAC1 agonist -11% and WRN inhibitor 1%.

2 compounds drawn at random from the list so far:
Screening Cc1cc(C)n(-c2nc(O)cc(=O)[nH]2)n1 returned Mm-Cpn inhibitor 1%, EPAC2 antagonist 12%, CCT modulator -2.0, EPAC1 antag 2%, PI5P4Ka inh -10, PLK1 PBD inh -3%, EPAC1 agonist 5% and WRN inhibitor -19%.
`C#CCN(C[C@H]1[C@H](OC(=O)NCc2ccco2)[C@H](OC(=O)NCc2ccco2)C[C@@H](C(=O)OC)[C@H]1C(=O)OC)S(=O)(=O)c1ccc(C)cc1` gave EPAC2 antagonist 5%, CCT modulator -2.1, EPAC1 antag 11%, PI5P4Ka inh 1, PLK1 PBD inh inconclusive, EPAC1 agonist -11% and WRN inhibitor 1%.

Only part of the results is shown; the hit share may differ from the screen's.
